Screens (PubChem BioAssay)
GLP-1R agonist – qHTS of GLP-1 Receptor Agonists. Glucagon-like peptide 1 receptor (Homo sapiens), P43220. HEK293 GLP-1R CRE-luciferase, luminescence, 4-6 h; cells express a hypersensitive GLP-1R form. Potency, µM (doses to about 45.6 µM), inactives show at the highest dose activation, most hits filed as activators. 380,000 tested, 0.007% active. AID 624172, 2012; further: potency means the concentration at half of the fitted maximal effect; % of control where 0% means no effect
Target sequence (P43220 whole entry, looked up): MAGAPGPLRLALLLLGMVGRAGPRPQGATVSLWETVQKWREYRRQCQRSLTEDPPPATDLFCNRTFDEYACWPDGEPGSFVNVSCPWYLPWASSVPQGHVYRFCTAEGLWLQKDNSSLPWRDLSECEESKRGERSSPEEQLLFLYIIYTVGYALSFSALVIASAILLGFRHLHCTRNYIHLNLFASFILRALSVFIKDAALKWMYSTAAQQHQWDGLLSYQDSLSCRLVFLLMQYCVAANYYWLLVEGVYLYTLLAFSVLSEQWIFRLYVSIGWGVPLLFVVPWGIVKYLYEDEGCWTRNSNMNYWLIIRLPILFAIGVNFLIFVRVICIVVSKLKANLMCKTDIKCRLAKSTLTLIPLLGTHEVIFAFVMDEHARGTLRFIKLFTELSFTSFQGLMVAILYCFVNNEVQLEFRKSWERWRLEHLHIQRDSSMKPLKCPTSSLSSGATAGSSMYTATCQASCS
DRD3 agonist – qHTS of D3 Dopamine Receptor Agonist: qHTS; D(3) dopamine receptor (Homo sapiens), P35462; D3R DiscoveRx beta-arrestin cells, luminescence, 90 min; max activation, %; 410,000 tested, 0.58% active; AID 652048, 2013; in the data active means max activation above about 30%; further: 0% is about no effect; mostly tested at two doses, the higher about 12 µM
Target sequence (P35462 whole entry, looked up): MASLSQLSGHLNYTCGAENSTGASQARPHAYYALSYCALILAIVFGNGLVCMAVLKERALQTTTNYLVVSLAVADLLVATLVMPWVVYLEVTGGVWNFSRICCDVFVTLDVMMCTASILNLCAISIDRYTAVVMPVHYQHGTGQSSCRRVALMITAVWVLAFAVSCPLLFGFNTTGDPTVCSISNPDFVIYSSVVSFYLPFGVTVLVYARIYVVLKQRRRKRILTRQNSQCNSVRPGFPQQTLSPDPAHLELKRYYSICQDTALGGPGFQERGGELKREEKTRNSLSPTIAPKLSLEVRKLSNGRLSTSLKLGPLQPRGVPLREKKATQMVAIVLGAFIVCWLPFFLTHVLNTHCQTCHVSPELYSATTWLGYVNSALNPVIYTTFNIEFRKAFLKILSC
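Cells at 1500/well, incubated overnight, then treated with pinned compounds (dopamine as control) for 90 min at 37 degrees C. DiscoveRx reagent added for 30 - 60 minutes at room temperature; luminescence read.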
SW480 rerep – A quantitative high throughput screen for small molecules that induce DNA re-replication in SW480 colon adenocarcinoma cells | SW480 DNA re-replication, Hoechst DNA content imaging, 48 h | Potency, µM (highest dose often 46.1 µM), for inactives: at the top dose re-replication activation, usual class: activators | 340,000 tested, 1.8% active; further: potency means the concentration at half of the fitted maximal effect; % of control where 0% means no effect; nearly all actives have a fitted effect of over 55% in size
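First, 250 cells per well were seeded. Next, compound or vehicle (23 nL) was pinned in, plates sat 48 hr at 37 C. Finally Hoechst was added for 40 min before fluorescence scanning.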
IL1B secr inh – qHTS for Inhibitors of Inflammasome Signaling: IL-1-beta AlphaLISA Primary Screen; AID 743279, 2014; activity change, % at 57.5 µM; THP-1 LPS/ATP IL-1B secretion, AlphaLISA, 16 h; active compounds read low; 360,000 tested, 4.7% active; in the data active means activity change below about -50%; inconclusive means mostly about -30% to -49%; further: on the % scale 0 is the no-effect control and ±100 the full control effect
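THP-1 cells pretreated 1 hr with compounds (up to 57.5 uM final), then stimulated with LPS (250 ng/mL final) plus ATP (1.25 mM final); secreted IL-1B measured by AlphaLISA after 16 hr, decreased signal indicating inhibition.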
KB-V1 MDR tox – qHTS assay for MDR1-selective chemotherapeutics: Primary screen using the drug-selected MDR subline cells KB-V1. 400,000 tested, 3.4% active. Potency, µM (titrated, usually from 46.1 µM), inactives show top-dose activity change, negative = cytotoxicity, usual class: cytotoxic. AID 1347076, 2019. KB-V1 MDR cells viability, CellTiter-Glo, 72 h; further: potency means the concentration at half of the fitted maximal effect; on the % scale 0 is the no-effect control and ±100 the full control effect; nearly all actives have a fitted effect of over 60% in size
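Cytotoxicity toward P-gp-expressing KB-V1 cells was determined as loss of CellTiter-Glo luminescence after 72 h at 37 degrees C. Compounds were tested in quantitative HTS format across a concentration range, with curves fitted to normalized data.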
D3 antag – qHTS of D3 Dopamine Receptor Antagonist: qHTS; max response, negative = inhibition, %; AID 652054, 2013; 360,000 tested, 2.5% active; D3R cells, DiscoveRx beta-arrestin luminescence, antagonist mode; active compounds read low; D(3) dopamine receptor (Homo sapiens), P35462; in the data active means max response below about -50%; inconclusive means no clear call, values can overlap the other calls; further: on the % scale 0 is the no-effect control and ±100 the full control effect; mostly tested at two doses, the higher about 12 µM
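Cells expressing the human receptor were seeded at 1500 cells/well, incubated overnight at 37 degrees C in 5% CO2, then exposed to library compounds with dopamine controls for 90 minutes at 37 degrees C before luminescent detection.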
HT1080 IDH1KD tx – qHTS for induction of synthetic lethality in tumor cells producing 2HG: qHTS for the HT-1080-IDH1KD cell line; AID 686971, 2013; 360,000 tested, 2% active; HT-1080 IDH1 knockdown viability, ATP luminescence, 48 h; Potency, µM (series often up to 46.1 µM), for inactives: top-dose activity, negative = toxicity, hits mostly cytotoxic;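 further: potency means the concentration at half of the fitted maximal effect; 0% = DMSO wells and -100% = cell-free medium wells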
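HT-1080-IDH1KD cells (IDH1 knocked down), 750/well in RPMI with 5% FBS, treated with compound 48 h at 37 degrees C. Viability by CellTiter-Glo luminescence, normalised to DMSO and no-cell wells; concentration-response curves classed.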
KB-3-1 tox – qHTS assay for MDR1-selective chemotherapeutics: Primary screen using the parental adenocarcinoma cell KB-3-1. Potency, µM (highest dose often 46.1 µM), for the others: at the top dose activity change, negative = cytotoxic, actives largely listed as cytotoxic. KB-3-1 viability, CellTiter-Glo ATP luminescence, 72 h. 400,000 tested, 1.4% active. AID 1347075, 2019; further: potency means the concentration at half of the fitted maximal effect; on the % scale 0 is the no-effect control and ±100 the full control effect; nearly all actives have a fitted effect of over 60% in size
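Luminescent ATP read-out (CellTiter-Glo) measures survival of drug-naive KB-3-1 cells after 72 h compound exposure at 37 °C. Titration series was screened from lowest to highest concentration, with DMSO vehicle plates as background controls.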
HT1080NT lethal – qHTS for induction of synthetic lethality in tumor cells producing 2HG: qHTS for the HT-1080-NT fibrosarcoma cell line. HT-1080-NT fibrosarcoma viability, CellTiter-Glo ATP luminescence, 48 h. Potency, µM (top dose mostly 46.1 µM), inactives show at the highest dose activity, negative = less viability, most hits filed as cytotoxic. 360,000 tested, 1.6% active;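 further: NT is the 2HG producing partner of a matched IDH1 knockdown line; potency means the concentration at half of the fitted maximal effect; 0% = DMSO-treated cells and -100% = media-only wells without cells; nearly all actives have a fitted effect of over 55% in size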
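750 cells/well, RPMI + 5% FBS; 2 h settle, compound pin-transfer, 48 h at 37 degrees C. CellTiter-Glo 10 min RT, luminescence. Normalized to DMSO and media-only wells.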
The depositor's hits bear a star; ? = inconclusive; . = no result given; [ ] = another dose, or the depositor's remark. Unless noted, the call rests on the fitted dose curve; in most records, active means well fitted curve in the direction sought with a large enough effect; inconclusive means small, poorly fitted or top-dose-only effect, or another doubt; inactive means no such curve, though single readings can be large; an effect the other way counts as inactive or inconclusive.

structure	GLP-1R agonist	DRD3 agonist	SW480 rerep	IL1B secr inh	KB-V1 MDR tox	D3 antag	HT1080 IDH1KD tx	KB-3-1 tox	HT1080NT lethal
CC(C)N(C(=O)COC(=O)c1cc(Cl)cc(Cl)c1N)C(C)C	0%	3	-3%	10	?	-20	-2%	8%	2%
CCc1ccccc1NC(=O)CCC(=O)N1CCSc2ccccc21	-3%	-1	1%	-2	7%	-8	11%	0%	7%
O=C(O)c1cc(-c2ccccc2)n(-c2ccc(Cl)cc2Cl)n1	0%	9	-2%	23	?	15	7%	15%	11%
Cc1ccc([N+](=O)[O-])cc1NC(=S)NC(=O)c1cccnc1	10%	-12	7%	4	0%	?	-9%	10%	-14%
O=C(Nc1c(S(=O)(=O)c2ccccc2)csc1Br)c1ccccc1Cl	5%	-16	-6%	-20	0%	15	0%	4%	0%
CC(C)(C)OC(=O)NCCC(=O)N/N=C/c1cccc2cccnc12	7%	0	18%	51	-22%	0	-16%	0%	-17%
CCCCNC(=O)C1c2ccccc2OCC(=O)N1CCOC (stereo not drawn)	9%	-1	.	58	7%	-22	2%	14%	29%
CCN(c1ccc(NC(=O)COC(=O)CCc2nc3ccccc3n2-c2ccccc2)cc1)C(C)C	14%	-17	2%	2	5%	-16	?	8%	?
COc1ccc(N(C(=O)c2ccc(S(=O)(=O)N3CCCC3)cc2)C2C=CS(=O)(=O)C2)cc1 (stereo not drawn)	-4%	2	2%	-5	-3%	-17	8%	0%	5%
O=C(Nc1ccc(OC(F)F)cc1)c1cc(S(=O)(=O)N2CCOCC2)ccc1N1CCCC1	8%	-2	-2%	-7	9.2µM*	-12	1%	1%	-9%
COc1ccc(C(=O)c2c(C)c3ccccc3n2CC(O)CNC(C)C)cc1 (stereo not drawn)	-2%	-7	-706%[inhibitor]	?	?	-17	?	?	?
CCSC1=N/C(=C\c2cccc(F)c2)C(=O)S1	-10%	1	0%	8	-1%	16	16%	1%	15%
Cc1ccccc1NC(=O)CN1CCN(c2ccc(F)cc2)CC1	7%	-3	.	-1	-20%	0	-5%	-7%	-11%
C=CCOc1ccc(/C=C/C(=O)OCC(=O)N2CCN(S(=O)(=O)c3ccc(C)cc3C)CC2)cc1	10%	11	2%	15	13%	6	14%	-1%	2%
COc1ccccc1N1CCN(c2ncnc3onc(-c4cccc(Cl)c4)c23)CC1	1%	7	.	.	5%	.	.	26%	.
CC(=O)Nc1ccc(N2Cc3ccccc3C2)cc1	10%	-5	1%[9.22 µM]	-5	0%	-17	-4%	?	5%
CCCCN1C(=O)C(CC(=O)NCc2cccc3ccccc23)CC(C(=O)N(C(C)C)C(C)C)=C1C (stereo not drawn)	1%	4	.	?	?	0	-6%	0%	-7%
N#Cc1ccccc1Cn1cc(C#N)c2ccccc21	3%	0	-5%	-8	-11%	-20	-22%	?	-26%
Clc1ccc(Nc2ncn[nH]2)c(Cl)c1	9%	3	0%	-19	9%	11	6%	13%	6%
CCOC(=O)c1c(C)[nH]c(C(=O)COC(=O)C(C)N2C(=O)C3CCCCC3C2=O)c1C (stereo not drawn)	-7%	5	7%	17	?	48	-15%	13%	9%

Overlap with the part before: two entries, followed by the next part.
structure	GLP-1R agonist	DRD3 agonist	SW480 rerep	IL1B secr inh	KB-V1 MDR tox	D3 antag	HT1080 IDH1KD tx	KB-3-1 tox	HT1080NT lethal
Clc1ccc(Nc2ncn[nH]2)c(Cl)c1	9%	3	0%	-19	9%	11	6%	13%	6%
CCOC(=O)c1c(C)[nH]c(C(=O)COC(=O)C(C)N2C(=O)C3CCCCC3C2=O)c1C (stereo not drawn)	-7%	5	7%	17	?	48	-15%	13%	9%
COc1ccccc1-c1cc(C(=O)NCc2ccc(F)cc2)no1	3%	-29	14%	-2	16µM*	?	?	-13%	-23%
CCOc1ccc(/C(O)=C2/C(=O)C(=O)N(CCOCCO)C2c2ccc(F)cc2)cc1 (stereo not drawn)	-8%	-8	1%	19	10%	-11	2%	-6%	1%
CCNC(=O)n1nccc1C(C)Oc1ccc(Cl)cc1 (stereo not drawn)	-2%	-2	-6%	94	?	9	6%	9%	-3%
Cc1c(C)n(Cc2ccccc2)c2ncnc(Cl)c12	9%	-4	-5%	-8	14%	13	-18%	-16%	-23%
Cc1ccc(OCC(=O)N2CCN(C(=O)c3ccc([N+](=O)[O-])cc3)CC2)cc1	8%	2	?	0	-2%	0	1%	1%	8%
NC(=O)c1ccsc1NC(=O)COC(=O)c1ccccc1NCc1ccco1	9%	0	0%	30	-9%	7	-18%	1%	-4%
Cc1ccc2nc3c(cc(C(=O)NC4CCS(=O)(=O)C4)n3Cc3ccccc3)c(=O)n2c1 (stereo not drawn)	19%	6	23µM*	-9	-5%	8	7%	5%	8%
CC(C)C(=O)NC(=S)N1CCc2ccccc21	19%	5	?	1	-24%	-14	1%	5%	3%
COc1ccc(C2CC(C(F)(F)F)n3nc(C(=O)NCCCn4ccnc4)cc3N2)cc1OC (stereo not drawn)	2%	-8	-3%	-19	-3%	-20	0%	-3%	0%
CC1(C)CC2(OC2c2ccccc2)C(=O)c2ccccc21 (stereo not drawn)	7%	-1	.	-14	-2%	-19	5%	-9%	3%
CC(=O)Cc1nsc(Nc2ccc(F)cc2)n1	10%	-17	-9%	2	8%	-13	15%	11%	10%
CCCCc1c(C)c2cc(C)ccc2[nH]c1=O	2%	3	3%	45	?	36	20%	19%	25%
CCOC(=O)CNC(=O)C1(NC(=O)CNC(=O)OCc2ccccc2)CCCC1	-1%	-5	-7%	?	8%	-1	4%	-1%	10%
COc1ccccc1CCC(=O)Nc1ccc(S(=O)(=O)Nc2nccs2)cc1	-2%	-2	-2%	13	5%	-10	1%	24%	-8%
COc1ccc(-c2nc(C)c(CCNS(=O)(=O)c3cc(Cl)ccc3Cl)s2)cc1	15%	-5	.	.	21µM*	.	.	15µM*	.
Cc1cc(O)c(C(C)C)cc1N=Cc1ccccc1O	-1%	-14	?	-10	4%	-25	-2%	6%	1%
Cc1sc2nc(SCC(=O)N3CCCC3)[nH]c(=O)c2c1C	-3%	-8	-10%	1	-1%	-19	-5%	-16%	2%
COC(=O)C1C(=O)C2=C(CC1C)NC(C)=C(C(=O)OC(C)C)C2c1ccc(OC)c(O)c1 (stereo not drawn)	2%	-18	0%	15	?	26	-8%	3%	-3%
COc1ccc(-c2cc3n(n2)CCc2nc4ccccc4n2-3)cc1	15%	0	3%	0	-6%	8	-19%	-2%	-15%
O=C(c1cc2ccccc2oc1=O)N1CCN(C(=O)C2CCCO2)CC1 (stereo not drawn)	2%	-13	-1%	31	-4%	-24	-3%	11%	-2%
Cc1oc2ccc(O)cc2c1C(=O)c1ccc(Cl)cc1	6%	3	14%	11	-28%	10	-25%	-14%	-27%
CN(Cc1ccno1)Cc1cn(Cc2ccccc2)nc1-c1ccc2c(c1)OCO2	7%	-8	-6%	-11	?	11	-3%	-2%	-2%
c1ccc(N2CCN(c3ncnc4c3oc3ccccc34)CC2)cc1	-6%	36*	-3%	-9	16µM*	90	7%	-19%	9%
O=C(O)c1ccc(COc2ccc3ccccc3c2/C=C2/NC(=O)N(Cc3ccc(F)cc3)C2=O)cc1	17%	1	?	?	-14%	15	?	3%	?
Nc1c(-c2ccc(Cl)cc2)cnc2c(-c3ccc(F)cc3)cnn12	-6%	2	1%	-3	-48%	-4	-2%	-6%	1%
O=C(Cc1c(F)cccc1Cl)Nc1cccnc1	-7%	0	0%	9	4%	9	?	12%	7%
COc1ccc(CNC(=O)[C@H](Cc2c[nH]c3ccccc23)NC(=O)[C@@H]2Cc3ccccc3CN2)cc1	1%	-10	10%	0	1%	0	-12%	-6%	-11%
Cn1cc([N+](=O)[O-])c(C(=O)NC2CCCCCC2)n1	-2%	-2	-4%	-1	2%	-6	0%	4%	2%
Cc1onc(C(=O)NCc2cccs2)c1[N+](=O)[O-]	3%	12	-9%	4	19%	14	1%	4%	12%
COc1ccccc1NS(=O)(=O)c1cc2c3c(c1)CC(=O)N3CCC2	11%	-7	-19%	23	0%	-11	-2%	0%	-1%
O=C(N/N=C/c1ccc(OC(=O)c2ccc([N+](=O)[O-])cc2)cc1)c1cccnc1	-10%	-2	-1%	15	-1%	-13	0%	2%	8%
CC(=O)N1CCN(c2ccc(NC(=O)c3ccc4c(c3)OCCO4)cc2)CC1	6%	-7	3%	-11	0%	-8	-20%	-2%	0%
CCC(/C=N/Nc1ccc(S(=O)(=O)N2CCCC2)cc1[N+](=O)[O-])CC	1%	2	0%	20	-3%	-1	21%	?	8%
COc1ccc(Cl)cc1C(=O)Nc1ccc(-c2nnc3n2CCCCC3)cc1	8%	-3	.	.	3%	.	.	-2%	.
Cc1nc([N+](=O)[O-])c(Sc2nc3ccccc3n2C)n1Cc1ccccc1	-35%[inhibitor]	2	?	-105*	-4%	4	?	3%	-8%
Cc1ccc(S(=O)(=O)/N=C/N(C)C)cc1	-5%	6	-8%	11	1%	2	1%	-8%	11%
